Compound activity as filed in PubChem BioAssay.
FXIIa inh: blocks human coagulation factor XIIa activity; inhibition, % at 10 µM; AID 701; P00748; purified human FXIIa, AMC substrate fluorescence, 2 h; 0.2% of 33,000 active; in the data active = inhibition above about 30%;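 note: 0% = enzyme with vehicle only and 100% = no enzyme blank; many of its hits are not listed in these tables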
FXIa inh: blocks human coagulation factor XIa activity | P03951 | inhibition, % at 10 µM | purified human FXIa, fluorogenic AMC substrate cleavage | 0.3% of 33,000 active | AID 687;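 active = inhibition above 40% in the primary screen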;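 note: 0% = enzyme without compound and 100% = blank wells lacking enzyme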
Target sequence (P03951 19-387 limits assumed): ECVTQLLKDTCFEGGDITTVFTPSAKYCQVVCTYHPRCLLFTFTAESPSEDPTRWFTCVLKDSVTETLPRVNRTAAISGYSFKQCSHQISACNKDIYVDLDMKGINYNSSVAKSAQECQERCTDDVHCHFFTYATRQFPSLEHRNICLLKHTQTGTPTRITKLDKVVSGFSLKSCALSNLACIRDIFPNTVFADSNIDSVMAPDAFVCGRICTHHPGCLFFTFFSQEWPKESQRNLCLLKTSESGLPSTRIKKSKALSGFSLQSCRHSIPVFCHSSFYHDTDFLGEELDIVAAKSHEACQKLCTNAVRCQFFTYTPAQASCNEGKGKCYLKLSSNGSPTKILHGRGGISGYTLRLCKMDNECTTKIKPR
Target sequence (P03951 388-625 limits assumed): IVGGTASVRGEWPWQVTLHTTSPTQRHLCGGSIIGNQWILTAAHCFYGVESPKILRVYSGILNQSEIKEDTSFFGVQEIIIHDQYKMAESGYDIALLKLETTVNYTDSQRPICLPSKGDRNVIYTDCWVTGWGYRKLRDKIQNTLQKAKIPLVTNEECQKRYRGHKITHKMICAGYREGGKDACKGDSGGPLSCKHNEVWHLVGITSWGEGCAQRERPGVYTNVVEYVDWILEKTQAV
Active calls of the source: *. A portion of the library; rates above refer to the full screens.

Results follow in this order: FXIIa inh | FXIa inh
> CCOc1ccc2c(C)c(C(=O)O)oc2c1OCC
 : -12 | -1
> CC(C)Sc1nc2c(c(=O)[nH]1)C(c1cccs1)C1=C(CC(C)(C)CC1=O)N2 (stereo not given)
 : 9 | 7
> COC(=O)c1cc(NC(=O)CSc2nnc(CN3CCOCC3)n2C)ccc1Cl
 : 3 | -2
> CCOC(=O)c1ccc(NC(=O)CSc2nc(SC)ns2)cc1
 : 7 | 2
> COc1ccc(Br)cc1C(=O)Nc1cccc(C)c1
 : -7 | -4
> CC(C)COc1ccc(C(=O)CCN2CCCCC2)cc1
 : -16 | 1
> CCOc1ccccc1CNC(=O)CCNC(=O)Cn1ccc2ccccc2c1=O
 : 7 | -11
> Cc1ccc(-c2ccc(CCC(=O)O)n2-c2cccc(O)c2)cc1
 : -2 | -3
> COC(C)(C)[C@]12CC(O)(C(C)C)ON1[C@H]1CCCCC1N2O (stereo not given in full)
 : -12 | 1
> Cc1ccc(CN2C(=O)c3ccccc3C2C(=O)NCC2CCCO2)cc1 (stereo not given)
 : 6 | 10
> O=C(CN(C1CCCCC1)S(=O)(=O)c1ccc(Cl)cc1)NCCCO
 : -12 | -2
> COCCNC(=O)CN(C(=O)CCC(=O)Nc1cc(C)on1)c1cccc(C)c1C
 : 6 | -1
> CCOC(=O)C1CCN(CC(=O)Nc2cc(C)nn2-c2nc3ccccc3s2)CC1
 : 3 | -4
> Cc1c(CCO)c(=O)n(-c2ccccc2)n1S(=O)(=O)c1ccc(F)cc1
 : -8 | -8
> O=C(NCCN1CCOCC1)c1cc2ccccc2[nH]1
 : 2 | -3
> COc1ccc2nc(NC(=O)c3cccc(S(=O)(=O)N4CCOCC4)c3)sc2c1
 : -18 | 21
> CN(C)S(=O)(=O)c1ccc2nc(NC(=O)c3cccs3)sc2c1
 : 9 | 1
> CN=C1c2c(-c3ccccc3)c3cc(OC)ccc3n2CCN1C
 : 9 | 0
> CCOC(=O)C1(C)/C(=N/Nc2ccccc2)C(=O)C(=O)N1c1ccccc1 (stereo not given)
 : 9 | 4
> Cc1ccc2nc(NCc3ccccc3)[nH]c2c1
 : -10 | 0

3 compounds already listed, arranged by the value under FXIa inh, high to low:
Results follow in this order: FXIIa inh | FXIa inh
> CCOC(=O)C1(C)/C(=N/Nc2ccccc2)C(=O)C(=O)N1c1ccccc1 (stereo not given)
 : 9 | 4
> O=C(CN(C1CCCCC1)S(=O)(=O)c1ccc(Cl)cc1)NCCCO
 : -12 | -2
> Cc1ccc(-c2ccc(CCC(=O)O)n2-c2cccc(O)c2)cc1
 : -2 | -3

More entries:
Results follow in this order: FXIIa inh | FXIa inh
> Cc1nc(CC(=O)c2ccc(O)cc2O)cs1
 : 2 | 10
> O=S(=O)(Nc1ccc(-c2nc3cccnc3s2)cc1)c1ccc(Cl)s1
 : -11 | -4
> Cc1nn(CCC#N)c(NC(=O)c2ccc(Cl)cc2)c1P(=O)(Nc1ccc([N+](=O)[O-])cc1)N1CCOCC1 (stereo not given)
 : 5 | -11
> CCCC(=O)c1ccc(N2CCCC2)c(F)c1
 : 3 | 0
> CCOC(=O)c1cnc2cc(C)nn2c1C
 : 9 | -7
> CCCCC(=O)Nc1c(C)cc(C)cc1Cl
 : -10 | 2
> CN1CCN(C(=S)Nc2ccccc2Cl)CC1
 : 6 | 6
> CCOc1ccccc1NC(=O)/C=C/C(N)=O
 : 1 | 1
> O=C1c2ccccc2C(=O)N1CCCc1nc(-c2ccncc2)no1
 : -1 | -6
> CCOC(=O)c1c(C)sc2c1N(C(=O)CN(CC)CC)c1cc(Cl)ccc1S2
 : 8 | 6
> CCn1c(SCC(=O)N2CCCC2)nnc1-c1ccc(N)cc1
 : 3 | -16
> CC(C)O/C(=N\S(=O)(=O)c1ccc(Cl)cc1)c1ccccc1
 : 13 | 2
> CNC(=O)c1cc2cc(OC)ccc2oc1=O
 : -4 | -3
> CCCC/C(O)=C1\C(=O)CC(C)(C)CC1=Nc1ccc(OC)cc1
 : -9 | 31
> COC(=O)c1cccc(NS(=O)(=O)c2ccc(OC)cc2)c1C
 : -12 | -4
> CCOC(=O)C(CC)Sc1nnc(COc2ccc(C)cc2)n1-c1ccccc1 (stereo not given)
 : 7 | 2
> COC(=O)c1ccccc1NC(=O)CSc1nc(NC(=O)c2ccccc2)c2c(C)c(C)oc2n1
 : 7 | 3
> CSc1ccc(S(=O)(=O)N2CCCC2)cc1
 : 1 | -4
> CCCCCC(O)(CCCCC)C(=O)NNc1ccccc1
 : 8 | 3
> COc1cccc(C(C(=O)NC(C)(C)C)N(C(=O)CCC(=O)Nc2cc(C)on2)C(C)(C)C)c1OC (stereo not given)
 : -1 | -2
> COc1cccc(Nc2nc3ccccc3nc2-n2nc(C)cc2C)c1
 : 4 | -3
> CCOC(=O)C1=C(CSc2nc3c(cc2C#N)CN(C)CC3)OC(N)=C(C#N)C1c1ccccc1 (stereo not given)
 : 8 | -5
> CCCSc1nc2c(=O)[nH][nH]c(=O)c2n1Cc1ccccc1
 : 5 | 5
> CCOC(=O)NCc1ccc(S(=O)(=O)Nc2c(C)cccc2C)cc1
 : 5 | -7
> CCC1(CC)Cc2ccccc2-c2nc3ccccc3c(=O)n21
 : -9 | -10
> O=C(Oc1ccc(OC(=O)N2CCOCC2)cc1)c1ccccc1
 : 1 | 6
> Cc1ccc(-c2nc(N/N=C/c3ccncc3)c3ccccc3n2)cc1
 : 5 | -4
> O=C(/C=C/NNC(=O)c1ccccc1)c1ccc(Br)cc1
 : 0 | 1
> COc1ccc2cc3cc(C(=O)NCc4cccs4)oc3nc2c1
 : -7 | -11
> Cc1ccc2cccc(NC(=S)NC(=O)c3ccn(C)n3)c2n1
 : 2 | -6
> Cc1c(NC(=O)c2cc(C3CC3)on2)c(=O)n(-c2ccccc2)n1C
 : 4 | 2
> CN1OC(CC(=O)O)N(c2ccc(Cl)cc2)C1=O (stereo not given)
 : 4 | 11
> Cc1cc(C(=O)OCC(=O)NCCC(C)C)c2ccccc2n1
 : 5 | -6
> COc1ccc(C(=O)NC2CCN(CC(=O)Nc3cccc(C)c3)CC2)cc1OC
 : 6 | -12
> COc1cc(OC)cc(-n2nc(C(=O)N3CC(C)CC(C)C3)c3ccccc3c2=O)c1 (stereo not given)
 : 3 | -4
> COc1ccccc1C(=O)Nc1ccc(NC(=O)c2ccco2)c(C)c1
 : 4 | 1
> COC(=O)c1cc2ccsc2n1Cc1nc(-c2ccc(Cl)cc2)oc1C
 : 6 | 9
> O=C(Nc1ccc(N2CCOCC2)c(Cl)c1)c1cc(F)c(F)cc1Cl
 : -14 | 16
> CCOC(=O)C1CCN(CCC(=O)Nc2ccccc2)CC1
 : 8 | 2
> Cc1cc2ncn(CCOc3ccccc3C#N)c2cc1C
 : 3 | 3
> COc1cc(S(=O)(=O)NC2CCCC2)ccc1F
 : 0 | -3
> O=C1CCc2cc(S(=O)(=O)NC(Cc3ccccc3)C(=O)NC3CCCC3)ccc2N1 (stereo not given)
 : 3 | 3
> CC(C)CC(NC(=O)C1CCC(C)CC1)C(=O)Nc1ccccn1 (stereo not given)
 : 1 | -4
> COc1cc(C(=O)N2CCCc3ccccc32)cc(OC)c1OC
 : -16 | 0
> CC(O)c1n(C)c(Cl)c[n+]1C (stereo not given)
 : 5 | 1
> CCOC(=O)c1cc(NC(=O)C2CCCO2)cc(C(=O)OCC)c1 (stereo not given)
 : 8 | 6
> CCCc1nnc(SCC(=O)N2C(C)CCCC2C)n1CCCOC (stereo not given)
 : 3 | -9
> COc1nc2ccc(C)cc2cc1-c1noc(-c2cccnc2)n1
 : 1 | 8
> O=C(N/N=C/C=C/c1ccccc1)c1cnccn1
 : 8 | -9
> CCn1c(NCc2ccc3c(c2)OCO3)nc2ccccc21
 : 2 | 3
> CCOC(=O)N1CCN(S(=O)(=O)c2cc(OCC(=O)NC3CCCCC3)c(C)cc2Cl)CC1
 : 0 | -3
> Cc1ccc(NC(=O)C2CCN(S(C)(=O)=O)CC2)cc1
 : 2 | 2
> Cc1cccc(CSc2nnc(N)n2-c2ccccc2)c1
 : 6 | -1
> Cc1c(NC(=O)C2CCCN2S(=O)(=O)c2ccccc2)c(=O)n(-c2ccccc2)n1C (stereo not given)
 : -17 | 4
> Cc1cc(C)c(NC(=O)CCCC(=O)O)c(Cl)c1
 : 5 | -9
> CCC(C)n1c(S(=O)(=O)O)nc2ccccc21 (stereo not given)
 : -8 | 18
> Cc1nnc(C)c2c(C)n(C(C)c3ccccc3)c(C)c12 (stereo not given)
 : 6 | -8
> Oc1ccc(C2N=C(c3ccccc3)NC(c3ccccc3)=N2)cc1
 : 8 | -4
> COc1ccc(/C=N/n2c(C)cc(C)c(C(N)=O)c2=O)cc1
 : -4 | -1
> CCC(=O)NCc1cc(-c2nn(C)c(=O)c3ccccc23)ccc1C
 : 6 | -3

4 neighbouring compounds from above, quoted:
Results follow in this order: FXIIa inh | FXIa inh
> COc1cc(S(=O)(=O)NC2CCCC2)ccc1F
 : 0 | -3
> O=C1CCc2cc(S(=O)(=O)NC(Cc3ccccc3)C(=O)NC3CCCC3)ccc2N1 (stereo not given)
 : 3 | 3
> CC(C)CC(NC(=O)C1CCC(C)CC1)C(=O)Nc1ccccn1 (stereo not given)
 : 1 | -4
> COc1cc(C(=O)N2CCCc3ccccc32)cc(OC)c1OC
 : -16 | 0

Following part.
Results follow in this order: FXIIa inh | FXIa inh
> Cc1nc2ncnn2c(C)c1CCC(=O)NCc1ccccc1
 : -22 | 4
> CCCOc1ccc(C2NC(=O)NC(c3ccccc3)=C2C(C)=O)cc1OCC (stereo not given)
 : 6 | -6
> CCOC(=O)C1CCN(C(=O)c2ccc(SC)cc2OC)CC1
 : 4 | -3
> Cc1nn(-c2ncc(C(F)(F)F)cc2Cl)c(=O)n1-c1cccc(Cl)c1
 : -10 | 17
> Cc1cc(OC(=O)N2CCOCC2)cc(C)c1Cl
 : 2 | 5
> CCOC(=O)c1cnc2cc(C)nn2c1-c1ccccc1
 : 4 | 7
> Fc1ccc(CSc2nncn2NCc2ccc3c(c2)OCO3)cc1
 : 0 | -5
> CN(C)CCNc1ncnc2c1sc1nc(N3CCOCC3)c3c(c12)CC(C)(C)SC3
 : 4 | 6
> CN(C)S(=O)(=O)c1ccc2c(c1)nc1n2CCC1
 : 9 | -3
> COCCCNc1ncnc2ccc(C)cc12
 : -2 | -2
> COn1c(SCc2ccc(Cl)cc2)nc2ccccc2c1=O
 : 9 | 1
> COCCn1c(N)c(C#N)c2nc3ccccc3nc21
 : -42 | 7
> COc1ccc(OC)c(NC(=O)Cn2cc(C#N)c3ccccc32)c1
 : -14 | 2
> Cn1c(=O)c2c(-c3ccccc3)n3c4ccccc4ncc3c2n(C)c1=O
 : 9 | 1
> N#Cc1c(NC(=O)CCn2cnc3ccccc3c2=O)oc(-c2ccccc2)c1-c1ccccc1
 : 3 | -1
> CC(=O)Nc1cc(C(C)(C)C)c(O)c(C(C)(C)C)c1
 : 11 | -10
> Cn1c(SCc2cc(=O)[nH]c3ccccc23)nnc1-c1ccco1
 : 4 | 2
> CC1(C)CC2(CC(C)(C)NC(=O)N2)NC(=O)N1
 : -12 | -9
> O=C1CC(Nc2ccc3ccccc3c2)C(=O)N1Cc1ccccc1 (stereo not given)
 : 6 | 8
> CCC(Oc1ccccc1)C(=O)Nc1nnc(C)s1 (stereo not given)
 : 1 | 2
> Oc1ccc(-c2cn3c(n2)SCC3)cc1
 : 8 | -1
> OCCCN=c1cc(-c2ccccc2)oc2ccc(Cl)cc12
 : 1 | -5
> CC(C)OC(=O)CSc1nnc(-c2cnccn2)n1C
 : 3 | 3
> COc1ccc(S(=O)(=O)NCCc2ccccc2)cc1
 : 1 | 3
> FC(F)(F)c1nnc2ccc(N3CCN(c4ccccc4)CC3)nn12
 : 4 | 6
> O=C(Nc1ccc(S(=O)(=O)NCc2ccccc2)cc1)Nc1ccc2c(c1)OCO2
 : 0 | -1
> Cc1nc(Oc2ccc(Cl)cc2)c2oc3ccccc3c2n1
 : 3 | 1
> O=C(C/C(=N/O)c1ccccc1O)C(F)F
 : 0 | -4
> CC(=O)Nc1ccc(C(=O)CSc2nnc3scc(-c4ccccc4)n23)cc1
 : 5 | -4
> CCOC(=O)CN(Cc1ccc(OC)c(OC)c1)S(=O)(=O)c1ccc(OC)cc1
 : 8 | 6
> Cc1c(F)cccc1NS(=O)(=O)c1ccccc1C#N
 : 6 | 1
> CCOC(=O)C(C(=O)Nc1cccc(C)n1)C1CCCCC1 (stereo not given)
 : 5 | 3
> COC(=O)CSc1nc(N)c(C#N)c(C(C)C)c1C#N
 : 2 | -4
> COc1ccc(C)cc1S(=O)(=O)N1c2ccccc2CC1C (stereo not given)
 : 2 | -6
> CN(C)c1ccc(CNc2ncc(Br)cc2Br)cc1
 : -13 | 37
> COc1ccc(Cl)cc1C(=O)OCC(=O)NC(=O)c1cccn1C
 : 9 | -6
> c1ccc(-c2ncnc3nc4n(c23)CCC4)cc1
 : 3 | 4
> COC(=O)c1ccc2ccn(CC(=O)NC3CCCCC3)c2c1
 : 2 | 33
> O=C(Nc1ccc(Cl)c(Cl)c1)N1CC=C(c2ccccc2)CC1
 : 2 | -2
> CCOc1ccccc1NC(=O)c1ccc(NC(=O)c2ccco2)cc1
 : -1 | 1
> O=C(COn1nnc2ccc(Cl)cc21)NC12CC3CC(CC(C3)C1)C2
 : -10 | 17
> O=C(Nc1ccc(Cl)cc1C(=O)NCC1CCCO1)c1ccco1 (stereo not given)
 : 7 | 2
> CCCn1nnc(NC(=O)c2cccc(OCC(C)C)c2)n1
 : -15 | 2
> O=C(O)c1cccc(Cn2c(Cl)c(/C=N/NC(=O)c3ccccc3)sc2=O)c1
 : 6 | 7
> CC1CCCC2(C1)NC(=S)N(c1ccccc1)N2 (stereo not given)
 : 4 | -6
> COc1ccc(-c2noc(CCC(=O)NC3CCN(Cc4ccccc4)CC3)n2)cc1
 : 4 | -8
> O=C(Nc1cccc2ccccc12)C1CCN(C(=O)NCc2ccccc2)CC1
 : 0 | -5
> O=C(CSc1nc2ccccc2s1)NC(=O)NCc1ccco1
 : 8 | 0
> O=C(COc1cccc2ccccc12)N1CCN(c2ccccn2)CC1
 : 4 | -1
> O=S(=O)(NC1CCCCC1NS(=O)(=O)c1ccc(F)cc1)c1ccc(F)cc1 (stereo not given)
 : 4 | -6
